From PubChem
ERa SRC1 inh = blocks coactivator binding to human estrogen receptor alpha; inhibition, % at 25.6 µM; P03372; 86,000 compounds, 1.7% hits; TR-FRET ER-alpha LBD / SRC-1 peptide, estradiol-bound; in the data active means inhibition above about 50%;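 further: 0% = receptor plus peptide control and 100% = peptide only without receptor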
H69AR inhibit = growth inhibitors of human H69AR lung tumor cells | H69AR lung tumor viability, ATP luminescence, 72 h; active compounds read low | viability, % at 10 µM | 85,000 compounds, 6% hits | AID 598;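 active means viability at or below 40%; inactive means viability above 40%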;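 further: multidrug resistant small cell line overexpressing MRP-1 efflux transporter; 100% = mean luminescence of untreated control wells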
Smad3 inh = inhibitors of human Smad3 transcription factor binding | P84022 | TR-FRET Smad3/Dy647-FoxH1 peptide binding, europium anti-His | inhibition, % at 25 µM | 88,000 compounds, 0.29% hits;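 active means compounds that reduce the energy-transfer binding signal between the protein and its labelled peptide by more than half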;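 further: 0% = Smad3 plus labelled peptide maximal FRET and 100% = peptide-only background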
Target sequence (P84022 whole entry, looked up): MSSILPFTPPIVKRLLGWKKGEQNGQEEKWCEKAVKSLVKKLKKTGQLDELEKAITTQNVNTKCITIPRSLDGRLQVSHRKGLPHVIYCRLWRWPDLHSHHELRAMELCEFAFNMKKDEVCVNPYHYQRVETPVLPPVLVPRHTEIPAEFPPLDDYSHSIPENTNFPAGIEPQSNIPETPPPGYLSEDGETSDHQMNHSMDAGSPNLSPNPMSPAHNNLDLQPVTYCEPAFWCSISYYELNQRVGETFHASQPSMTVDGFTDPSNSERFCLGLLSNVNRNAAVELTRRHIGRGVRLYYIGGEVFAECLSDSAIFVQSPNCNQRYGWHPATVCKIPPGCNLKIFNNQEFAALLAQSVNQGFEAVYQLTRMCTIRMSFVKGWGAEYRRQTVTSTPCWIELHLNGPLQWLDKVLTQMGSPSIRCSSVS
Candida biofilm = kills Candida albicans biofilms. C. albicans biofilm + clotrimazole, Alamar Blue. inhibition, % at 6 µM. 85,000 compounds, 0.14% hits;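 active means inhibition above 20%; inactive means inhibition below 20%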;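 further: preformed 24 hr biofilms exposed to compound for 48 hr; 0% = biofilm without compound and 100% = blank killed by clotrimazole plus chlorhexidine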
Lung fibro prol = blocks proliferation of human lung fibroblasts; LL 47 human lung fibroblast viability, ATP luminescence; active compounds read low; viability, % at 10 µM; 85,000 compounds, 1.1% hits;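 active means viability at or below 50% in the single dose screen; inactive means viability above 50%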;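 further: compound exposure lasted 72 h before the ATP readout; 100% = median luminescence of untreated cell-only wells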
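Signal: luminescent ATP detection, CellTiter-Glo; assay system: LL 47 human lung fibroblasts; input: 1,150 cells/well; incubation: overnight cell rest, 72 h compound treatment at 37 °C; measure: % viability versus median cells-only luminescence; medium: IMEM growth medium with 15% fetal bovine serum; dosing: compound addition at 0.1% DMSO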
ERa coact pot = enhances coactivator binding to human estrogen receptor alpha; P03372; TR-FRET ERalpha-LBD/SRC-Cy5 coactivator binding, 2 h; 100 = basal binding, no effect; coactivator binding (% of control), % at 25.6 µM; 86,000 compounds, 1.3% hits; AID 639; in the data active means activity above about 200%;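 further: binding measured in presence of low estradiol as agonist stimulus; 0% = peptide alone without receptor and 100% = receptor with peptide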
HUVEC inhibit = blocks proliferation of human endothelial cells. HUVEC proliferation, CellTiter-Glo luminescence, 72 h; active compounds read low. viability, % at 10 µM (by protocol). 86,000 compounds, 1.1% hits. AID 648;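 active means viability at or below 30%; inactive means viability above 30%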;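 further: 100% = median luminescence of DMSO-only cell control wells on each plate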
sEH activator = soluble epoxide hydrolase (human) activation | activation, % at 2 µM | 91,000 compounds, 0.04% hits | P34913 | purified human sEH enzymatic activity, activator screen; in the data active means activation above about 37%; further: values of inactives mirror those of a sister screen read the other way
Target sequence (P34913 whole entry, looked up): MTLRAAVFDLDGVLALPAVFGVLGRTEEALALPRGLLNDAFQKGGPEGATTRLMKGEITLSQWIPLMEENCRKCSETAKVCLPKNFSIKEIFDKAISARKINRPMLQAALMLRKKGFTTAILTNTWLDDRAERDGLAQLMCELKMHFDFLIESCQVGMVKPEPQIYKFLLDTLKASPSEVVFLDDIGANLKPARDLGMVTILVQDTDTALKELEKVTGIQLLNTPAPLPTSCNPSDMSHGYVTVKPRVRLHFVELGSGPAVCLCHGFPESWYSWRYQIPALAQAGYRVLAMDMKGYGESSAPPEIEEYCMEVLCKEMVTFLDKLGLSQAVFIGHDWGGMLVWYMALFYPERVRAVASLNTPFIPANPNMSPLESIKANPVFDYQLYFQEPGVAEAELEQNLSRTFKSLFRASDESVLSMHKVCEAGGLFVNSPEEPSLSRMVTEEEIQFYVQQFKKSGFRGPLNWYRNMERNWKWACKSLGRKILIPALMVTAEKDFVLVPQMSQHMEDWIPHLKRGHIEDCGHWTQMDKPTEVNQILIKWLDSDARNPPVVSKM
ERb coact inh = blocks coactivator binding to human estrogen receptor beta. Q92731. TR-FRET ER-beta LBD / SRC1-Cy5 peptide binding; receptor agonist-loaded with 1 µM estradiol. inhibition, % at 25.6 µM. 86,000 compounds, 1.3% hits. AID 633;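 active means compounds whose percent inhibition of the receptor-coactivator binding signal exceeds about 50% in the single-dose screen, limit read from the data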;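 further: 0% = receptor plus peptide wells without compound and 100% = peptide-only wells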
Numbers without * were called inactive; · = no result given; [ ] = another dose, or the depositor's remark.

SMILES	ERa SRC1 inh	H69AR inhibit	Smad3 inh	Candida biofilm	Lung fibro prol	ERa coact pot	HUVEC inhibit	sEH activator	ERb coact inh
CCOC(=O)C1=C(C)C(c2ccccc2OC)NC(=O)N1 (stereo not drawn)	0	82	9	-4	97	106	51	1	1
COc1ccc(CN(Cc2ccccn2)C(=O)CN2C(=O)COc3ccccc32)cc1	-4	76	4	8	90	98	83	7	3
Cc1ccc(C)c(S(=O)(=O)C(C#N)c2nc3ccccc3nc2N2CCOCC2)c1 (stereo not drawn)	-2	95	-3	4	103	104	78	13	-2
CC(=NCCCn1ccnc1)C1=C(O)c2ccccc2C1=O	3	84	6	4	97	112	98	-4	-1
CC1(C)C(=O)OC(c2cc(Br)ccc2O)C(C)(C)C1=O (stereo not drawn)	10	99	3	8	95	70	96	·	14
CCn1c(=O)c2cc(C(=O)N3CCOCC3)sc2c2ccccc21	-12	79	6	6	94	108	93	10	-4
COc1ccccc1C(c1nnnn1C1CCCC1)N1CCN2CCCC2C1 (stereo not drawn)	-13	75	3	6	102	101	88	-11	-18
Cc1ccc(-n2nnnc2SCC(=O)Nc2ccccc2N2CCCCC2)cc1C	-5	65	2	3	95	123	97	1	-3
CCOCCn1c(SCCc2ccccc2)nc2c1c(=O)[nH]c(=O)n2C	19	73	-16	15	86	69[fluorescence artefact?]	84	·	19[fluorescence artefact?]
CCC(C)N=C1SCC(C)(/C=N/O)S1 (stereo not drawn)	8	93	4[fluorescence artefact?]	3	101	108	95	-8	-1
c1cncc(-c2nn3cnnc3s2)c1	2	·	0	5	107	99	90	-1	-1
CCC(=O)N1CCN=C1SCc1ccc(Cl)cc1	-9	94	3	4	106	102	84	12	-18[fluorescence artefact?]
CC(NC(=O)c1cc(-c2ccc3c(c2)OCO3)nc2ccccc12)C(C)(C)C (stereo not drawn)	14	16*	20	1	72	123[fluorescence artefact?]	77	15	3
O=C1OC(c2ccccc2)/C(=C(/O)c2ccccc2)C1=O (stereo not drawn)	-1	87	5	-2	98	110	86	-3	-3
O=C(CC1(O)C(=O)Nc2ccc(Br)cc21)c1ccc2c(c1)OCO2 (stereo not drawn)	3	61	3	8	105	123[fluorescence artefact?]	85	2	14

Continued:
SMILES	ERa SRC1 inh	H69AR inhibit	Smad3 inh	Candida biofilm	Lung fibro prol	ERa coact pot	HUVEC inhibit	sEH activator	ERb coact inh
Cc1ccc2c(c1)N(CCC(=O)NCc1cccnc1)C(=O)CO2	-24	95	-1	1	104	122	98	-3	-25
Cc1cccc(NC(=O)N2CCN(Cc3ccccc3)CC2)c1	-14	93	-4	5	98	119	98	-6	-5
CC(C)(C)c1ccc(C(=O)N/C(N)=N/c2nc3ccccc3o2)cc1	6[fluorescence artefact?]	45	4	2	104	99	80	-13	-3
CSc1ccccc1NC(=O)c1cc(C(C)C)on1	-5	76	-4	4	93	80	101	21	-11
COc1ccc(C(=O)c2ccc(Cl)cc2)c2ccccc12	4[fluorescence artefact?]	17*	-1	5	94	120	65	-10	-2[fluorescence artefact?]
NS(=O)(=O)c1ccc(NC(=O)CSC2=NC(=O)C(c3ccccc3)C(=O)N2)cc1 (stereo not drawn)	-2	89	1	10	101	117	108	2	-1
CC1Cc2nc(SCC(=O)N3CCOCC3)n(-c3ccccc3)c(=O)c2S1 (stereo not drawn)	-2	89	9	7	100	137	94	·	3
CCOC(=O)Cn1nnnc1CN(Cc1ccc(OC)cc1)Cc1cc2cc(CC)ccc2[nH]c1=O	2	84	1	-9	106	76	84	24	-2
CCCCCOC(=O)Cn1c(=O)oc2ccccc21	-9	98	-2	0	101	100[fluorescence artefact?]	98	·	6[fluorescence artefact?]
CCC(C)(C)n1c(=O)[nH]c2c(c1=O)CCC2	3[fluorescence artefact?]	96	-4	1	96	135[fluorescence artefact?]	95	0	5[fluorescence artefact?]
CC(Sc1ccccn1)C(=O)Nc1ccc(S(N)(=O)=O)cc1 (stereo not drawn)	-4	94	-4	-1	99	92	106	-1	0
O=C1C(=O)N(CCN2CCOCC2)C(c2ccccn2)/C1=C(/O)c1ccccc1 (stereo not drawn)	-14	44	5	-2	101	124	96	-16	-5
O=C(CN1C(=O)C2(OCCO2)c2ccccc21)c1ccc(Br)cc1	-9	94	-9	4	98	98	91	13	0
COc1ccc(NC2CC(=O)N(c3cccc(C)c3)C2=O)cc1 (stereo not drawn)	-7	100	4	3	107	123	95	-14	-1
O=C(CSc1n[nH]c(-c2ccc(S(=O)(=O)N3CCCCC3)cc2)n1)Nc1nccs1	50*	65	0	-2	95	136	80	-46	21[fluorescence artefact?]

Some of these compounds in order of molar mass, largest number first.
SMILES	ERa SRC1 inh	H69AR inhibit	Smad3 inh	Candida biofilm	Lung fibro prol	ERa coact pot	HUVEC inhibit	sEH activator	ERb coact inh
CCOC(=O)Cn1nnnc1CN(Cc1ccc(OC)cc1)Cc1cc2cc(CC)ccc2[nH]c1=O	2	84	1	-9	106	76	84	24	-2
O=C(CSc1n[nH]c(-c2ccc(S(=O)(=O)N3CCCCC3)cc2)n1)Nc1nccs1	50*	65	0	-2	95	136	80	-46	21[fluorescence artefact?]
NS(=O)(=O)c1ccc(NC(=O)CSC2=NC(=O)C(c3ccccc3)C(=O)N2)cc1 (stereo not drawn)	-2	89	1	10	101	117	108	2	-1
CC1Cc2nc(SCC(=O)N3CCOCC3)n(-c3ccccc3)c(=O)c2S1 (stereo not drawn)	-2	89	9	7	100	137	94	·	3
O=C1C(=O)N(CCN2CCOCC2)C(c2ccccn2)/C1=C(/O)c1ccccc1 (stereo not drawn)	-14	44	5	-2	101	124	96	-16	-5
O=C(CN1C(=O)C2(OCCO2)c2ccccc21)c1ccc(Br)cc1	-9	94	-9	4	98	98	91	13	0
CC(Sc1ccccn1)C(=O)Nc1ccc(S(N)(=O)=O)cc1 (stereo not drawn)	-4	94	-4	-1	99	92	106	-1	0
CC(C)(C)c1ccc(C(=O)N/C(N)=N/c2nc3ccccc3o2)cc1	6[fluorescence artefact?]	45	4	2	104	99	80	-13	-3
COc1ccc(NC2CC(=O)N(c3cccc(C)c3)C2=O)cc1 (stereo not drawn)	-7	100	4	3	107	123	95	-14	-1
Cc1cccc(NC(=O)N2CCN(Cc3ccccc3)CC2)c1	-14	93	-4	5	98	119	98	-6	-5
CCCCCOC(=O)Cn1c(=O)oc2ccccc21	-9	98	-2	0	101	100[fluorescence artefact?]	98	·	6[fluorescence artefact?]
CCC(C)(C)n1c(=O)[nH]c2c(c1=O)CCC2	3[fluorescence artefact?]	96	-4	1	96	135[fluorescence artefact?]	95	0	5[fluorescence artefact?]

(listing goes on)
SMILES	ERa SRC1 inh	H69AR inhibit	Smad3 inh	Candida biofilm	Lung fibro prol	ERa coact pot	HUVEC inhibit	sEH activator	ERb coact inh
CCOCC(=O)Nc1cc(OC)c(Cl)cc1OC	17	69	-2	5	94	109	88	4	-2
c1ccc(N2CCN(c3ccc4nncn4n3)CC2)nc1	-8[fluorescence artefact?]	87	-1	9	108	103	116	0	-7
O=C(CCSc1ccccc1)NCC1CCCO1 (stereo not drawn)	-38	100	16	7	99	100	97	1	-30
Cc1ccc2cc(-c3noc(C4CCCCC4)n3)c(=O)[nH]c2c1	24	103	-21	-3	100	178	110	·	13
O=S(=O)(c1cccc(-n2cnnn2)c1)N1CCOCC1	-17	97	-6	3	88	123[fluorescence artefact?]	102	·	2
COCCn1nnnc1C(c1ccc(OC)c(OC)c1)N1CCc2ccccc21 (stereo not drawn)	8[fluorescence artefact?]	99	6	6	91	146	95	6	0[fluorescence artefact?]
COc1cc(C)c2occ(/C(C)=N\O)c2c1	-5	96	5	7	95	120[fluorescence artefact?]	93	-13	-13
O=C(C1CCCN(S(=O)(=O)c2cccs2)C1)N1CCC(N2CCCCC2)CC1 (stereo not drawn)	-8	97	6	6	95	124[fluorescence artefact?]	80	·	1
O=C(COc1ccc2c(c1)CCC2)N1CCc2ccccc21	-7	81	-4	3	89	123	80	7	-10
COCCNC(=O)CNC(=O)c1nn(-c2ccc(OC)c(Cl)c2)c(=O)c2ccccc12	-3[fluorescence artefact?]	80	4	11	108	108	98	7	4[fluorescence artefact?]
CCn1c2ccccc2c2nnc(SCN3C(=O)c4ccccc4C3=O)nc21	33	57	-13	6	92	143	55	·	15
Cc1cccc(N2C(=O)CC(Sc3nnc(C)s3)C2=O)c1 (stereo not drawn)	-20	113	2	1	100	86[fluorescence artefact?]	96	8	-17
COc1ccc(OC)c(C2C(C(C)=O)=C(O)C(=O)N2CCC(=O)O)c1 (stereo not drawn)	-21	98	-1	7	104	145	100	18	-6
O=C1c2ccccc2CC1(Cc1ccccc1)Cc1ccccc1	1	75	-11	6	86	279*	96	4	-6
CC(C)(C)N1C(=O)c2ccc(C(=O)O)cc2C1=O	3[fluorescence artefact?]	92	-2	2	108	114[fluorescence artefact?]	95	0	3[fluorescence artefact?]

(next part)
SMILES	ERa SRC1 inh	H69AR inhibit	Smad3 inh	Candida biofilm	Lung fibro prol	ERa coact pot	HUVEC inhibit	sEH activator	ERb coact inh
Cc1cc(C(=O)OCC(=O)Nc2ccc(F)cc2)c(C)o1	4	101	1	12	98	101	114	-10	0
Cc1cccc(OCc2nnc(SCC(=O)N3CCN(c4ccccc4)CC3)o2)c1C	-12	92	-5	-2	86	119	87	1	-5
COc1c(S(=O)(=O)N2CCCC2)ccc(Cl)c1Cl	3	93	9	8	106	117	96	-4	-2
O=C(CCCCn1c(=O)[nH]c2ccccc2c1=O)NCCC1=CCCCC1	7[fluorescence artefact?]	100	8	2	108	104[fluorescence artefact?]	95	-52	-2[fluorescence artefact?]
Cc1c(C(=O)NCCCN2CCCC2=O)oc2ccc(S(=O)(=O)N3CCOCC3)cc12	-1	89	-14	-2	102	123[fluorescence artefact?]	96	·	-9[fluorescence artefact?]
CCc1nc(N)c(C#N)c(-c2cccn2C)c1C	0	92	0	6	102	107	100	8	-15
Cc1ccc2nsnc2c1S(=O)(=O)N1CCCC1	-4	102	7	7	95	123	102	-4	-4
Cc1cc(C(C)(C)C)nc2[nH]n(-c3ccccc3)c(=O)c12	7	106	-4	3	113	86	101	-4	2
COc1ccc(S(=O)(=O)Cc2ccc(C(=O)N3CCN(c4ncccn4)CC3)o2)cc1	0	92	-3	7	109	107	80	29	-3
CC(C)Cn1c(SCc2nnc(-c3cccs3)o2)nc(O)cc1=O	-4	93	5	5	104	96	100	·	1
CC(C)C[C@H](NC(=O)OC(C)(C)C)C(=O)N/N=C/c1ccc2nccnc2c1	27	88	-3	5	100	112	92	8	7
CCc1c(C)c(C#N)c2nc3ccccc3n2c1N1CCN(c2cc(C)ccn2)CC1	1	72	-3	5	103	117	93	-8	-4
CCOC(=O)C1=C2N(C)c3ccccc3N2CCC1=O	0[fluorescence artefact?]	82	-2	3	120	100	97	·	4[fluorescence artefact?]
CCCCN(Cc1cc2cc(OC)ccc2[nH]c1=O)C(=O)c1ccccn1	-3	86	8	9	98	127	104	-4	-2
CCN(CC(=O)NCc1cccs1)c1ccc(S(=O)(=O)N2CCOCC2)cn1	-6	97	0	9	99	135	107	·	-11

The list is partial (hit frequency here may not be typical).
